Assay outcomes deposited in PubChem BioAssay by National Center for Advancing Translational Sciences (NCATS).
p53 reactivation – mutant p53 re-activation in reporter cells; Potency, µM (top dose mostly 92.2 µM), inactives show top-dose activity change, positive = activation, most hits filed as activators; AID 504706; H1299 p53-A138V BP100-luciferase reporter, luminescence, 24 h; hit rate 0.063% among 320,000; also: potency is read from the fitted curve at half-maximal effect; % of control where 0% means no effect; nearly all actives have a fitted effect of over 45% in size
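H1299 (p53-null), stable ts p53-A138V + BP100-Luc; 1000 cells/well, Opti-MEM/10% FBS; cpd 4 pt, 1:5; 24 h, 37 deg C, 5% CO2; detection reagent 10 min RT; luminescence.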
TRPV1 agonist – human TRPV1 agonism; TRPV1-expressing cells, Fluo-8 calcium influx, agonist mode; activation, % at 8.33 µM; hit rate 0.19% among 320,000; in the data active = activation above about 80%; inconclusive = between about 30% and that limit; also: 0% is about no effect
Target sequence (Q8NER1 whole entry, looked up): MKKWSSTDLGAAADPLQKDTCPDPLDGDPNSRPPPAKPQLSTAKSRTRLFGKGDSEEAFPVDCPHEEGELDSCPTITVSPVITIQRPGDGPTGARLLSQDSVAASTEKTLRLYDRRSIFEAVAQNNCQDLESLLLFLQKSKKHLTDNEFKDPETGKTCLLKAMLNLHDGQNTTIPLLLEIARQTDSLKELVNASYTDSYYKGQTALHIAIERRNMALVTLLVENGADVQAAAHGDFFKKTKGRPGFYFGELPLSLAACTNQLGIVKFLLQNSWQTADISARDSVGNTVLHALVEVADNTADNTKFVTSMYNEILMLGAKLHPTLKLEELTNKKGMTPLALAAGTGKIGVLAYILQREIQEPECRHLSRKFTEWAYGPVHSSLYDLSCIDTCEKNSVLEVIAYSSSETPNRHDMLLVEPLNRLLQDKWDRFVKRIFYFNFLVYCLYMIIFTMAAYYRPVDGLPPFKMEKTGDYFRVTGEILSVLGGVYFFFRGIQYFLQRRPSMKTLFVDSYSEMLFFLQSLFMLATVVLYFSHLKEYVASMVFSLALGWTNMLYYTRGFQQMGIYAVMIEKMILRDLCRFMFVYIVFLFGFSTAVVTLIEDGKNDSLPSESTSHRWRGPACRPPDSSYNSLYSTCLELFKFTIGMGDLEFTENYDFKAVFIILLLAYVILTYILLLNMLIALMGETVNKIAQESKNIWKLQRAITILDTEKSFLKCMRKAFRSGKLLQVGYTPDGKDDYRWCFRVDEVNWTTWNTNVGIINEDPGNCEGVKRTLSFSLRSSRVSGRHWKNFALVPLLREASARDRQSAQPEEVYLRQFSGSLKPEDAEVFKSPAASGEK
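Fluo-8 calcium influx in TRPV1-expressing cells, kinetic read (ex 480/em 520 nm). Compound added and read 3 min for agonist activity, followed by capsaicin at EC20 final and 2 min further read for enhancement.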
a7 integrin act – activators of alpha7 integrin expression for muscular dystrophy; AID 624291; hit rate 0.064% among 350,000; alpha7betagal myoblasts, beta-gal FDG fluorescence, 48 h; Potency, µM (series often up to 38.3 µM), inactives show at the top dose activation, hits mostly activators;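 also: potency is read from the fitted curve at half-maximal effect; 100% = response of the positive control SU9516; nearly all actives have a fitted effect of over 60% in size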
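alpha7betagal+/- myoblasts (passage 13, 250/well) treated 48 h at 37C with compounds at 1:260 dilution of DMSO stock. Lysed, then beta-galactosidase activity read as FDG fluorescence (ex 480/em 540) after 30 min, with pre-read for autofluorescence.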
uPA generation – inhibitors of cell surface uPA generation; cell surface uPA generation assay, qHTS; Potency, µM (top dose mostly 38.3 µM), inactives show at the highest dose activity change, negative = inhibition, most hits filed as inhibitors; hit rate 0.31% among 330,000; active = well fitted inhibition curve with a large enough effect; inconclusive = small, poorly fitted or top-dose-only effect; inactive = no such curve, though single readings can be large or run the other way; tested in mouse RAW 264.7 cells; also: potency is read from the fitted curve at half-maximal effect; % is scaled to controls: 0 for no effect and ±100 for the full control effect; nearly all actives have a fitted effect of over 55% in size
USP2a inh – blocks human ubiquitin-specific protease USP2a; O75604; USP2 core, Ub-CHOP2 coupled fluorogenic reporter, 485/531; Potency, µM (doses to about 38.3 µM), for the others: at the top dose activity change, negative = inhibition, most hits filed as inhibitors; hit rate 0.01% among 330,000; AID 463254;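 also: potency is read from the fitted curve at half-maximal effect; plate controls were DMSO wells for no effect and full inhibition by NEM control for full effect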
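USP2 core (10nM final) preincubated 30min RT with compound in 20mM Tris-HCl pH 8.0, 2mM CaCl2, 2mM beta-mercaptoethanol, 0.05% CHAPS; 25nM Ub-CHOP2 plus 25nM reporter substrate added, fluorescence (Ex485/Em531) read after 60min.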
ELG1 genotoxic – inducers of genotoxicity in HEK293T ELG1-luciferase cells; AID 504466; hit rate 1.3% among 330,000; Potency, µM (series often up to 46 µM), without a hit: top-dose activity change, positive = activation, actives largely listed as activators; HEK293T ELG1-luciferase reporter, luminescence, 16 h; also: potency is read from the fitted curve at half-maximal effect; % of control where 0% means no effect; nearly all actives have a fitted effect of over 60% in size
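Genotoxicity was scored as increased ELG1-luciferase reporter signal, measured by ONE-Glo luminescence (30 min, room temperature). Compound or vehicle exposure of the HEK293T reporter cells lasted 16 hr at 37°C.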
BRCA1 expr act – activators of BRCA1 expression. MCF7-BRCA1-FFLuc reporter, luminescence, 48 h; response scale: scaled: vehicle 0%, 10 µM genistein 100%. Potency, µM (highest dose often 46.1 µM), for the others: top-dose activation, actives largely listed as activators. hit rate 1.1% among 380,000; also: potency is read from the fitted curve at half-maximal effect; nearly all actives have a fitted effect of over 80% in size; some results filed as inactive show a strong effect at the top dose
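MCF7 cells carrying a BRCA1-firefly luciferase reporter (2000 cells/well, phenol-red free MEM) were attached for 2 h at 37 °C, then given compounds for 48 h. Luminescence was read 15 min after luciferase reagent; activity normalized to genistein (10 microM) and DMSO.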
Eya2 inh – Eya2 (human) phosphatase inhibition; O00167; recombinant Eya2, OMFP fluorescence dephosphorylation (OMFP is methylfluorescein phosphate); Potency, µM (doses to about 76.9 µM), for inactives: at the top dose activity, negative = inhibition, hits mostly inhibitors; hit rate 0.006% among 330,000; AID 488837; also: potency is read from the fitted curve at half-maximal effect; % is scaled to controls: 0 for no effect and ±100 for the full control effect
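Eya2 (0.2 uM) preincubated 10 min at ambient with compound, then OMFP substrate added at 50 uM; 10 min reaction in 50 mM HEPES pH 7.5, 50 mM NaCl, 5 uM MgCl2, 0.05% BSA, 1 mM DTT. Fluorescence read at Ex 485/Em 525 nm.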
TSG101-PTAP inh – blocks PTAP/TSG101 interaction to inhibit HIV-1 budding; Potency, µM (series often up to 115 µM), for the others: at the highest dose activity change, negative = inhibition, hits mostly inhibitors; Q99816; Fluorescence polarization, FITC-PTAP peptide / Tsg101 binding; 340,000 tested, under 10 active; active = well fitted inhibition curve with a large enough effect in the main read-out, with a control signal flat, not every such curve was filed as active; inconclusive = small, poorly fitted or top-dose-only effect, or effect the other way, or a change in a side signal; inactive = no such curve, though single readings can be large or run the other way; also: potency is read from the fitted curve at half-maximal effect; % of control where 0% means no effect
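FP read-out: FITC-PTAP peptide, 50 nM final, binding Tsg101 binding domain, 10 uM final; 20 min, r.t.; 10 mM HEPES pH 7.5, 0.15 M NaCl, 0.01% Tween 20, 3 mM EDTA, 0.1 mM TCEP.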
B2AR arrestin – beta2AR (human) beta-arrestin recruitment activity; P07550; beta-arrestin recruitment to beta2AR, cell-based reporter; Potency, µM (series often up to 46.1 µM), for inactives: top-dose activation, usual class: activators; hit rate 0.02% among 330,000; AID 492947;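 also: potency is read from the fitted curve at half-maximal effect; 0% = DMSO controls and full agonism = EC100 isoproterenol or metaproterenol; nearly all actives have a fitted effect of over 65% in size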
ASM inhibitor – inhibitors of human secretory acid sphingomyelinase. placental ASM, HMU-PC fluorogenic substrate, 60 min. P17405. Potency, µM (doses to about 57.5 µM), for inactives: top-dose activity change, negative = inhibition, actives largely listed as inhibitors. hit rate 0.006% among 340,000; also: potency is read from the fitted curve at half-maximal effect
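Steps: dispense placental human ASM, pin compound, wait 10 min at room temperature, add HMU-PC0 substrate at 9 uM final, incubate 60 min at 37 °C, add stop solution raising pH to 10, read fluorescence.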
The depositor's hits bear a star; ? = inconclusive; · = not tested or not shown; & = joins results of further samples; [ ] = dose if it differs, or a comment. Unless noted, calls follow the shape of the dose curve; as a rule, active = well fitted curve in the direction sought with a large enough effect; inconclusive = small, poorly fitted or top-dose-only effect, or another doubt; inactive = no such curve, though single readings can be large; an effect the other way counts as inactive or inconclusive. Outcome played no part in choosing rows, and some 2.6% of all compounds hit somewhere here.

smiles	uPA generation	p53 reactivation	TSG101-PTAP inh	Eya2 inh	a7 integrin act	BRCA1 expr act	ELG1 genotoxic	TRPV1 agonist	ASM inhibitor	B2AR arrestin	USP2a inh
CC(C(=O)Nc1sc2c(c1C(=O)NCc1ccco1)CCCC2)N1C(=O)c2ccccc2C1=O (stereo not drawn)	-7%	-3%	-12%	9%	17%	-1%	0%	0	-2%	0.3%	-7%
CC1CCCCC12NC(=O)N(CC(=O)NCCc1c[nH]c3ccccc13)C2=O (stereo not drawn)	7%	1%	0%	4%	4%	5%	1%	-2	1%	-0.1%	2%
CSc1cccc(NC(=O)COc2cccc3ccccc23)c1	-5%	-5%	-3%	0%	0%	0%	-2%	3	-6%	0.0%	1%
Cc1cc(C)c(C(=O)N2CCC(N3CCC(C(=O)NC(C)C)CC3)CC2)o1	2%	18%	1%	-9%	20%	-11%	0%	-5	·	0.0%	1%
COCCN(CC(=O)NC1CCCCC1)C(=O)/C=C/C(=O)c1ccc(OC)cc1O	-18%	10%	-2%	0%	?	0%	0%	5	1%	-0.9%	1%
CC(C)n1nnnc1SCC(=O)NCc1ccco1	-2%	·	0%	·	-27%	-1%	·	·	1%	·	·
CCOC(=O)C1CCN(C(=O)CSc2c3c(nc4ccccc24)CCC3)CC1	-3%	19%	0%	-19%	-34%	-46%	-10%	3	-2%	0.2%	10%
CCN(CC)c1ccc(CN2CCC(C(=O)NCc3ccc(C)cc3)CC2)cc1	?	4%	-5%	1%	-29%	-8%	3%	-13	5%	0.2%	1%
COc1cc(NC(=O)Cc2nn(C)c(=O)c3ccccc23)cc(OC)c1OC	·	19%	-4%	-25%	-1%	-56%	10%	-3	2%	3.7%	-1%
O=C(CCCOc1ccc(Cl)cc1Cl)N/N=C\C1CCCCC1	2%	-6%	-6%	-25%	22%	1%	1%	?	-8%	0.2%	-4%
O=C1C2C3C=CC(C3)C2C(=O)N1c1ccc2c(c1)OCO2 (stereo not drawn)	3%	6%	-5%	-2%	4%	29%	-2%	-2	1%	3.1%	2%
CCOc1ccccc1C(=O)N/N=C/c1coc2ccc(C)cc2c1=O	-7%	-13%	0%	-6%	-10%	-13%	-1%	-1	-2%	-0.3%	-1%
CCOC(=O)C1CCCN(C(=O)C(CCSC)NC(=O)COc2ccccc2)C1 (stereo not drawn)	1%	1%	-1%	26%	-3%	-2%	2%	3	0%	-1.4%	0%
O=C(NCCC1=CCCCC1)c1coc(=O)c(Br)c1	-11%	-33%[inhibitor]	-9%	5%	-39%	-43%	?	24	75%[activator]	0.0%	-2%
CN1C(=O)/C(=C/c2ccc(OCc3ccc(F)cc3)cc2)N(C)C1=S	7%	·	-7%	-12%	1%	3%	-4%	6	-5%	0.0%	3%
Cc1c(C(=O)NCCNc2ncc(C(F)(F)F)cc2Cl)cccc1[N+](=O)[O-]	1%	-5%	-7%	9%	13%	0%	-8%	3	-1%	-0.5%	1%
COC(=O)c1ccc2nc(NC(=O)CSCC(=O)OCC(=O)c3ccccc3)sc2c1	-23%	?	-2%	-4%	15%	9%	15%	0	-3%	-0.9%	0%
Cn1cc(S(=O)(=O)Nc2ccc(F)c(Cl)c2)c(=O)n(C)c1=O	?	·	1%	14%	-4%	-12%	5%	-3	0%	-0.8%	1%
Cc1nn(C)c2ncc(C(=O)c3cc(F)ccc3O)cc12	-5%	-5%	-4%	-16%	-15%	-14%	-1%	-7	-1%	-0.6%	3%
C=CCNC(=O)[C@H]1N2C(=O)c3ccccc3C2SC1(C)C (stereo partly drawn)	2%	5%	0%	6%	3%	-9%	2%	-3	6%	0.4%	-1%
O=C(CCc1nc2ccccc2c(=O)[nH]1)N1CCN(S(=O)(=O)c2cccc([N+](=O)[O-])c2)CC1	4%	2%	-10%	14%	7%	-1%	3%	-2	2%	-2.0%	-2%
CN=C(N)NCCC[C@H](N)C(=O)O	13%	-2%	1%	0%&15%	·	1%	8%	0	-3%	0.3%	1%
CC1=C(C(=O)Nc2cccc(C(=O)N3CCN(c4cccc(C(F)(F)F)c4)CC3)c2)SCCO1	-7%	-6%	0%	-15%	-17%	-35%	-7%	3	0%	0.4%	2%
Cc1ccc(C(=O)NCCc2csc(C)n2)cc1	-117%	11%	1%	11%	26%	35%	18µM*	8	10%	-0.1%	2%
COc1ccccc1N1CCN(C(c2cc3ccc(C)cc3[nH]c2=O)c2nnnn2C2CCCC2)CC1 (stereo not drawn)	5%	-8%	-7%	-4%	2%[7.66 µM]	-14%	-9%	-5	0%	-0.2%	-5%
CCOc1ccc(OCCCCNC(C)(C)C)cc1	-6%	-4%	-1%	2%	-24%	-1%	0%	-3	0%	0.2%	-7%
C/C(N)=C(/C#N)C(=O)CSc1n[nH]c(-c2cccs2)n1	-6%	-2%	-3%	6%	12%	8%	5%	0	6%	-0.2%	-2%
COc1cc2c(C(=O)NCc3ccccn3)cn(C)c(=O)c2cc1OC	-2%	5%	-5%	-7%	3%	-4%	1%	-3	5%	-0.6%	2%
O=C(CN1C(=O)CSC1=O)NC1CCCCC1	3%	3%	0%	-1%	7%	-26%	0%	1	3%	-0.1%	1%
CCc1cc(=O)oc2c3c(cc(OCC(=O)NCCCOC)c12)OC(C)(C)CC3	-6%	-5%	0%	-10%	-22%	-36%	3%	-1	23%	-1.1%	0%

(more compounds)
smiles	uPA generation	p53 reactivation	TSG101-PTAP inh	Eya2 inh	a7 integrin act	BRCA1 expr act	ELG1 genotoxic	TRPV1 agonist	ASM inhibitor	B2AR arrestin	USP2a inh
Nc1nc(NCCO)nc(N2CCCCCC2)c1[N+](=O)[O-]	8%	1%	-3%	-11%	2%	14%	-3%	1	-7%	-0.5%	-1%
CCOc1ccc(C(=O)Nc2ncn[nH]2)cc1	-4%	23%	-5%	5%	14%	0%	7%	-3	-2%	-0.6%	3%
CCN(C(=O)COC(=O)CCOc1ccccc1)c1c(N)n(Cc2ccccc2)c(=O)[nH]c1=O	4%	-8%	-1%	1%	-24%	-1%	2%	2	4%	-0.1%	1%
COC(=O)c1ccc(NC(=S)N(Cc2cccnc2)Cc2ccco2)cc1	5%	-7%	-5%	3%	-44%	-23%	0%	-2	3%	-0.2%	0%
COc1ccccc1C(=O)Nc1ccc(-c2nnn(CC(=O)NCc3ccco3)n2)cc1	3%	2%	-1%	-2%	-46%[inhibitor]	7%	16%	2	-1%	0.1%	0%
N#Cc1cn(-c2ccccc2)nc1-c1ccco1	-4%	?	-7%	-11%	-28%	2%[1.84 µM]	12%	-1	-2%	0.1%	0%
CC1CC(C)CN(C(=O)c2ccc(C(=O)c3ccccc3)cc2)C1 (stereo not drawn)	0%	2%	-2%	-4%	-4%	-11%	?	19	-1%	-0.2%	4%
CCN1CCN(Cc2nc(N)nc(Nc3ccc(C)c(C)c3)n2)CC1	·	1%	-6%	-11%	8%	-4%	0%	-1	3%	-0.5%	-1%
COc1ccc(N2CCN(C(=N)/C(C(C)=O)=C(\C)O)CC2)cc1	-6%	3%	-2%	8%	5%	-11%	0%	-1	6%	-0.1%	4%
O=C(CCS(=O)(=O)c1ccccc1)Nc1ccc(-c2nc3ccccc3s2)cc1	-13%	·	-1%	4%	6%	?	?	0	38%	-0.1%	0%
Cc1ccccc1NC(=O)c1ccc(S(=O)(=O)N2CCCC2)cc1	2%	3%	-1%	-3%	1%	-4%	-3%	17	-1%	-0.5%	0%
COn1c(SCC(=O)N(C)C)nc2ccccc2c1=O	·	-2%	2%	5%	-17%[7.66 µM]	-8%	4%	7	5%	-0.1%	-2%
O=C(Cn1cnc2nc3n(c2c1=O)CCC3)NCc1ccccc1	-1%	-5%	-1%	-11%	-9%	-6%	0%	-1	-1%	-1.9%	-5%
Nc1nnc(SCCOc2ccccc2)s1	·	?	-4%	-7%	1%	11%	3%	0	1%	2.9%	3%
Cc1ccccc1N(C(=O)CS(=O)CC(=O)Nc1ccc(F)cc1)C(C)C(=O)NC(C)(C)C (stereo not drawn)	4%	9%	-1%	-3%	-15%	-6%	-6%	0	3%[11.5 µM]	-0.2%	1%
Cc1cccc(NC(=O)C2(c3cccs3)CCOCC2)n1	-1%	-4%	-5%	5%	1%	-8%	-2%	0	-1%	-0.1%	2%
O=C(CN1CCCCCC1=O)N1CCN(S(=O)(=O)c2cccs2)CC1	0%	5%	-4%	1%	?	-3%	-1%	1	4%	-0.2%	-2%
